# Source: PubChem BioAssay (several laboratories)
# bIAP act: intestinal alkaline phosphatase (bovine) activation. purified bovine IAP, CDP-star luminescence, 30 min; stronger effect = higher value; fold of DMSO-control signal, blank-subtracted. activation factor at 20 µM. actives 0.17% (n = 200,000);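 active = activation factor of 2 or more at 20 µM, a signal rise over negative controls twice the positive control's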
# FLuc inh counter: Photinus pyralis luciferase inhibition counter-screen; P08659; ATPLite firefly luciferase biochemical luminescence, 10 min; inhibition, % at 10 µM; actives 1.5% (n = 200,000); AID 1006;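 active = inhibition above about 50% when tested at 10 µM, limit read from the data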
# Target sequence (P08659 whole entry, looked up): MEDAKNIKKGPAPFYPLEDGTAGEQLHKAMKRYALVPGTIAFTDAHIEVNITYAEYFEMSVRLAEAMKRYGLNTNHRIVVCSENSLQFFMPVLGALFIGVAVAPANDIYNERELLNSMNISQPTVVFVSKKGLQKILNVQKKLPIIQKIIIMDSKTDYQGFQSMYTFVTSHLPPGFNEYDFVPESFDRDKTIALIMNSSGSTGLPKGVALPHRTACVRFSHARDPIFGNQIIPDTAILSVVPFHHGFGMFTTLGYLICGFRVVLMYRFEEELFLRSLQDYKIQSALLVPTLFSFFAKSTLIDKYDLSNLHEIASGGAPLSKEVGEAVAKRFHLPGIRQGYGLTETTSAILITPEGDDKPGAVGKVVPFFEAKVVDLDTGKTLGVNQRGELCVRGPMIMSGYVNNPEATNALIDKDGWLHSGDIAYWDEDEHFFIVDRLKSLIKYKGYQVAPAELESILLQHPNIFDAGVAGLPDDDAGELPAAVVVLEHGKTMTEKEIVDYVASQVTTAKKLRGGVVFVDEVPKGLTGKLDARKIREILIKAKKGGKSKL
# TNAP inh hi DEA: blocks human TNAP under high phosphate acceptor concentration | actives 0.03% (n = 200,000) | purified TNAP, CDP-star luminescence, 1 M DEA | AID 1135 | inhibition, % at 20 µM;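 active = over 50% inhibition of tissue-nonspecific alkaline phosphatase at 20 µM in the single-dose screen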;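 note: plate controls were DMSO wells for no effect and EDTA-quenched wells as full inhibition for full effect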
# TNAP inh no acc: TNAP (human) inhibition, acceptor-free conditions | P05186 | purified TNAP, CDP-star luminescence, 30 min | inhibition, % at 20 µM | actives 0.26% (n = 200,000);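 active = tissue-nonspecific alkaline phosphatase inhibition above about 50% at 20 µM in the single-dose screen, limit read from the data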;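 note: 0% = DMSO negative control and 100% = EDTA positive control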
# NF-kB expr up: compounds increasing NF-kB expression in human neuronal cells | NF-kB reporter expression; stronger effect = higher value | fold change at 12.5 µM | actives 1.6% (n = 190,000) | AID 1239; in the data active = fold change above about 3.3
# TNAP act hi DEA: activators of human TNAP at high phosphate acceptor concentration. 200,000 tested, under 10 active. purified TNAP, CDP-star luminescence, 1 M DEA, 30 min; stronger effect = higher value; 0 = EDTA background, 1 = DMSO-only activity. activation factor at 20 µM. AID 1136;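 active = activation factor at least 2 at 20 µM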
#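 Control set: EDTA negative control, DMSO positive control / Assay system: human TNAP / Quantity: TNAP 1/800 final / Evaluation: TNAP activation factor scaled between EDTA and DMSO control wells / Measured by: luminescent substrate turnover signal / Compound dosing: one dose, 20 µM / Times: 30 min enzyme reaction at room temperature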
# FLuc stim CS: affects firefly luciferase, flagging false hits in luciferase stimulation screens; 200,000 tested, under 10 active; AID 1027; activation factor at 10 µM; ATPlite luciferase biochemical, luminescence, 10 min; 0 = ATP-free wells, 1 = DMSO control;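 active = luciferase activation factor, scaled between plate controls, of at least 2 with compound at 10 µM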
#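 System: Luciferase/luciferin detection reagent, cell-free biochemical luciferase assay | Medium: PBS buffer for ATP | Dosing: Test compounds dosed from 2 mM stocks in 100% DMSO | Timing: 10 min at ambient temperature | Signal: Luminescence measurement of luciferase light output | Evaluation: Luciferase activation, seen as luminescence increase over controls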
# PMI act: activators of human phosphomannose isomerase; activation factor at 20 µM; actives 0.005% (n = 190,000); purified human PMI, coupled resazurin fluorescence, 20 min; stronger effect = higher value; 1 = vehicle control, 0 substrate-free wells; P34949;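 active = activation factor of 2 or more at 20 µM, relative to plate controls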
# Target sequence (P34949 whole entry, looked up): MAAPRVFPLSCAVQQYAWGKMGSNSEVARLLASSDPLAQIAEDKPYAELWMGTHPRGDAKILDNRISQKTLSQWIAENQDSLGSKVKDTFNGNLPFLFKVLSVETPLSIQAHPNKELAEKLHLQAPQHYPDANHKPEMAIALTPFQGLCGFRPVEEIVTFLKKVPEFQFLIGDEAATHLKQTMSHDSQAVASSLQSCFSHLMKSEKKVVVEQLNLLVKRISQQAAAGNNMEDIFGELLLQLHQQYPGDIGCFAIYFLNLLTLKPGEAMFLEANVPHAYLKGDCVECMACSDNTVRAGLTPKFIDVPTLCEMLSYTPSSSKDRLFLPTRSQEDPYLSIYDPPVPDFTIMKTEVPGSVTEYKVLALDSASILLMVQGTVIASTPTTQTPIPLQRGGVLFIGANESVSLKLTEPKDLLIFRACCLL
# PMI act satM6P: increases human PMI activity with near-saturating mannose 6-phosphate; activation factor at 20 µM; P34949; actives 0.34% (n = 190,000); coupled PMI enzyme assay, resazurin fluorescence, 20 min; stronger effect = higher value; 1 = untreated enzyme, 0 = substrate-free blank;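 active = activation factor of 2 or more at 20 µM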
#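 Test system – human PMI in coupled enzyme assay · Timing – 20 min incubation at room temperature · Detection – Diaphorase-driven resazurin-to-resorufin fluorescence, excitation 544, emission 590 nm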
# APP 5'UTR act: activates APP 5'UTR luciferase reporter; activation, % at 2 µM; actives 1% (n = 190,000); SH-SY5Y APP 5'UTR luciferase reporter, luminescence; zero percent = DMSO vehicle wells;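 active = activation above a set limit, based on mean plus 3 SD of controls, cut at about 140% in these data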; note: values of inactives mirror those of a sister screen read the other way
# * hit, by the source's call; . = not tested or not shown.
SMILES,bIAP act,FLuc inh counter,TNAP inh hi DEA,TNAP inh no acc,NF-kB expr up,TNAP act hi DEA,FLuc stim CS,PMI act,PMI act satM6P,APP 5'UTR act
CCCN1C(=O)/C(=C\C=C2\N(CC)c3ccccc3C2(C)C)SC1=S,0.8,8,42,42,1,0.6,0.9,0.8,0.8,22
COc1ccc2oc(=O)c(C(=O)N3CCN(c4ccccc4C)CC3)cc2c1,1,8,-6,-7,3.1,1.1,0.9,0.9,1,70
COc1ccc(NS(=O)(=O)c2ccc(SC)cc2)cc1,0.9,2,-4,-6,0.89,1,1,0.9,1,-5
O=C(NCc1ccccc1)N1CCC(n2cnc3cc(F)ccc32)CC1,1,0,1,-2,1.1,1,1,1,1,-1
COc1ccc(C(=O)CSc2nccc(=O)[nH]2)cc1,1,0,-3,-6,1.1,1,1,1,1,-16
CC(C)CC(=O)N1CCN(CC2CC=CCC2)CC1 (stereo not drawn),1,-9,-3,-11,1.3,1,1.1,1,1.1,10
Clc1ccc(-n2ncc3c(NCCCn4ccnc4)ncnc32)cc1,1.1,5,-3,6,1.9,1,1,0.9,1,-11
COc1ccc(C2/C(=C(\O)c3ccc4c(c3)OCCO4)C(=O)C(=O)N2Cc2ccco2)c(OC)c1 (stereo not drawn),1,-7,-2,-1,1.2,1,1.1,1,0.8,18
O=C(O)Cn1cc2c(n1)CCCC2,1,-4,-3,-12,1.1,1,1,1,1.1,8
CSc1ccccc1C(=O)NCC(c1ccco1)N1CCCCC1 (stereo not drawn),1,-4,-8,-12,1.1,1.1,1,1.1,1.1,4
COc1ccc(C(C)C)cc1S(=O)(=O)N1CCN(c2ccccc2)CC1,1,-4,-2,-2,0.98,1,1,0.9,0.9,-8
Cc1oc(-c2ccccc2)nc1C(=O)O,1.1,2,4,-1,1,1,1,1.1,1,0

# Six entries from above, with tabs.
molecule	bIAP act	FLuc inh counter	TNAP inh hi DEA	TNAP inh no acc	NF-kB expr up	TNAP act hi DEA	FLuc stim CS	PMI act	PMI act satM6P	APP 5'UTR act
Clc1ccc(-n2ncc3c(NCCCn4ccnc4)ncnc32)cc1	1.1	5	-3	6	1.9	1	1	0.9	1	-11
COc1ccc(C(C)C)cc1S(=O)(=O)N1CCN(c2ccccc2)CC1	1	-4	-2	-2	0.98	1	1	0.9	0.9	-8
O=C(NCc1ccccc1)N1CCC(n2cnc3cc(F)ccc32)CC1	1	0	1	-2	1.1	1	1	1	1	-1
O=C(O)Cn1cc2c(n1)CCCC2	1	-4	-3	-12	1.1	1	1	1	1.1	8
COc1ccc2oc(=O)c(C(=O)N3CCN(c4ccccc4C)CC3)cc2c1	1	8	-6	-7	3.1	1.1	0.9	0.9	1	70
CC(C)CC(=O)N1CCN(CC2CC=CCC2)CC1 (stereo not drawn)	1	-9	-3	-11	1.3	1	1.1	1	1.1	10

# Next section
SMILES,bIAP act,FLuc inh counter,TNAP inh hi DEA,TNAP inh no acc,NF-kB expr up,TNAP act hi DEA,FLuc stim CS,PMI act,PMI act satM6P,APP 5'UTR act
COc1cccc(NC(=O)c2ccncc2)c1,0.9,-1,-4,-9,1.3,1,1,1,0.9,8
c1ccc(Nc2ncnc3sc4c(c23)CCC4)cc1,0.9,-3,-3,-8,1.2,1,1,0.8,0.8,1
Cc1ccc(-c2nnc(-c3ccc(NC(=O)c4cccs4)cc3)o2)cc1,0.9,-4,-3,-17,1.4,1,1,1,1.1,22
CCn1c(SCC(=O)c2ccccc2)nnc1-c1cc2cc(Br)ccc2o1,0.9,-6,2,-6,1.2,1,1.1,0.9,0.9,-6
Cc1ccc(Cl)cc1N1CCN(C(=O)Cc2ccc(-n3c(=O)[nH]c4ccsc4c3=O)cc2)CC1,0.9,-5,2,-10,0.95,1,1.1,0.9,1,26
COCC(C)NC(=O)c1ccccc1OC(C)=O (stereo not drawn),0.8,1,-6,-14,1.1,1.1,1,0.9,0.9,10
CCOc1ccc(C2C(C(=O)c3ccco3)=C(O)C(=O)N2CCN(C)C)cc1 (stereo not drawn),1,-6,0,-2,1.1,1,1.1,0.9,0.9,-6
S=c1[nH]nc(Cc2ccccc2)n1-c1cccc2ccccc12,1.3,21,0,0,1.1,1,0.8,0.9,0.9,-1
CCOC(=O)N1CCN(C(=O)Nc2ccc3nc(-c4ccccn4)c(-c4ccccn4)nc3c2)CC1,1,-6,-3,-12,0.55,1,1.1,0.7,0.7,-7
CCCCNC(=O)CCC(=O)Nc1ccc2nc(N3CCOCC3)cc(C)c2c1,0.9,12,-9,-5,1.8,1.1,0.9,1.1,1,19
Cc1noc(NS(=O)(=O)c2ccc(N/C=C\C(=O)c3ccncc3)cc2)c1C,0.9,-3,-5,-10,1.1,1.1,1,1.1,1.1,-6
O=C1c2cccc3cccc(c23)N1Cc1ccc(F)cc1,0.8,1,-3,-14,0.92,1,1,0.8,0.7,-22
CCc1nnc(NS(=O)(=O)c2ccc(N=CC3=C(O)CC(C)(C)CC3=O)cc2)s1,1,0,-1,-12,1.5,1,1,1.3,1.2,5
COc1ccc(Cn2nnnc2CN2CCc3ccccc3C2)cc1,0.8,-6,-8,-15,1.2,1.1,1.1,0.9,1,7
COc1ccc2c(c1)c1ncn(CCN3CCNCC3)c(=O)c1n2C,1,-2,1,-2,1.4,1,1,0.8,0.9,3
CCOc1cc(C(=O)NC)cc(Br)c1OCc1ccccc1,1,-2,-5,-4,1,1.1,1,0.9,1,16
Cc1cc(N/N=C/c2ccc(O)cc2O)nc(-n2nc(C)cc2C)n1,1.2,5,5,-106,0.86,0.9,0.9,0.4,0.4,-53
COC(=O)NC1CCC(NC(=O)OC)CC1 (stereo not drawn),0.9,-6,-5,-8,1.4,1,1.1,1.1,1,3
Cn1cccc1Cc1nnc(SCC(=O)Nc2ccc(F)cc2)n1CCc1ccccc1,1,-6,-4,-2,0.73,1,1.1,0.8,0.9,-9
O=C(NNc1nc(-c2ccc(F)cc2)cs1)c1ccccc1,1.1,-7,0,-53,1.1,1,1.1,1.6,1.6,-6
CN(CC#CC1(O)c2ccccc2-c2ccccc21)Cc1ccccc1,0.8,-2,2,-9,0.95,1,1,0.8,1,11
Cc1ccc(-c2nn3c(=O)c(C)nnc3s2)cc1,1,9,1,13,1.3,1,0.9,1,0.9,-9
CCc1ccc(NC(=O)c2noc3c2CCCCC3)cc1,0.9,10,-7,-14,4.5*,1.1,0.9,0.9,1,202*
Cn1c(=O)c([N+](=O)[O-])c(NCCc2ccccc2)c2ccccc21,0.9,0,2,2,0.54,1,1,0.8,1,2
Cc1nc(CC(=O)O)c(-c2ccccc2)s1,1,-6,-1,3,0.88,1,1.1,0.9,1,-11
O=C1C2C3C=CC(CC3)C2C(=O)N1c1ccccc1[N+](=O)[O-] (stereo not drawn),0.9,0,-4,-8,1,1,1,1.3,1.3,-5
CC(C)CN(C(=O)CSc1nncs1)c1c(N)n(CC(C)C)c(=O)[nH]c1=O,1,-3,-2,-13,0.98,1,1,1.1,1.3,5
CCC1(C(=O)O)NC(c2cc(OC)ccc2O)C2C(=O)N(Cc3ccccc3)C(=O)C21 (stereo not drawn),1.1,-2,-5,-13,1.2,1.1,1,1,1,22
CCOc1ccc(N2C(=O)CN=C2Nc2ccccc2F)cc1,1.1,-7,-6,-8,1.1,1.1,1.1,1,1,-3
COc1cc(/C=C(\C#N)C(=O)NCC2CCCO2)ccc1OC(C)C (stereo not drawn),1,-1,2,-11,0.96,1,1,0.9,0.9,0
O=C(CCCN1C(=O)c2ccccc2C1=O)Nc1cccc(S(=O)(=O)NC2=NCCC2)c1,0.9,-6,-1,-10,1,1,1.1,1.2,1,-1
CCOC(=O)COc1ccc(S(=O)(=O)NCC2CCCO2)cc1 (stereo not drawn),0.9,-7,-2,-11,1.2,1,1.1,1,1.1,22
CCCCn1c(SCC(=O)OCC)nc2c1c(=O)[nH]c(=O)n2C,0.9,-6,4,-12,1.1,1,1.1,1,0.9,20
C/C(=N\NC(=O)c1cccc(F)c1)c1cccc(NC(=O)c2ccc(F)cc2)c1,1,2,-1,-6,1.2,1,1,0.9,1,-2
CCn1c(-c2cc(Br)cc(OC)c2O)nc2cc(S(=O)(=O)N(C)C)ccc21,1.1,-3,-8,-11,1.2,1.1,1,1,1,1
OC1CCN(c2c3c(nc4cc(-c5ccc(Cl)cc5)nn24)CCC3)CC1,0.9,-2,-3,-5,1.2,1,1,1,0.9,5

# Retrieved by compound from the list above, 2 records:
SMILES,bIAP act,FLuc inh counter,TNAP inh hi DEA,TNAP inh no acc,NF-kB expr up,TNAP act hi DEA,FLuc stim CS,PMI act,PMI act satM6P,APP 5'UTR act
Cc1oc(-c2ccccc2)nc1C(=O)O,1.1,2,4,-1,1,1,1,1.1,1,0
CCOC(=O)COc1ccc(S(=O)(=O)NCC2CCCO2)cc1 (stereo not drawn),0.9,-7,-2,-11,1.2,1,1.1,1,1.1,22

# New compounds follow:
SMILES,bIAP act,FLuc inh counter,TNAP inh hi DEA,TNAP inh no acc,NF-kB expr up,TNAP act hi DEA,FLuc stim CS,PMI act,PMI act satM6P,APP 5'UTR act
Cc1cn2c(nc(=O)c3cccnc32)s1,0.8,-2,-3,-11,1.1,1,1,1.1,1,-8
CC(C)(C)C(=O)NC(=S)Nc1ccccn1,1,0,-4,-12,1.1,1,1,0.9,1,0
CCNc1[nH]c(=O)n(C)c(=O)c1N=O,0.9,1,1,-7,0.9,1,1,1,1,8
Cc1cc(C(=O)N2CCc3c([nH]c4ccccc34)C2c2cccc(Cl)c2)nn1C (stereo not drawn),0.8,-1,-4,-10,0.8,1,1,0.9,0.8,-6
COc1ccc(-n2nc(C(=O)NCC(=O)NCc3ccc(F)cc3)c3ccccc3c2=O)c(OC)c1,1,-6,-3,-10,0.91,1,1.1,1,1.1,27
Cn1cccc1/C=N/N1CCN(c2ccccn2)CC1,1.1,2,-5,-8,0.97,1,1,1,0.8,10
CCC(C)Sc1nnc(CSc2nc(C)cc(C)n2)n1C (stereo not drawn),1.1,-1,0,-3,0.99,1,1,1.2,1.1,16
CCOC(=O)C1(Cc2ccccc2)CCN(Cc2cnn(CC)c2)CC1,1,-8,-7,-10,1.3,1.1,1.1,1,1.1,12
COC(=O)C(NC(=O)COc1ccccc1)(Nc1nc2c(s1)CCCC2)C(F)(F)F (stereo not drawn),1,-4,3,-1,0.77,1,1,0.8,0.8,26
O=C(CN(c1ccccn1)S(=O)(=O)c1ccc(F)cc1)Nc1ccc(F)cc1F,1.1,-2,-1,-16,1.8,1,1,1,1.1,-1
COc1cccc(OC)c1C(=O)NNC(=O)c1ccccc1-n1cccc1,1.2,-1,-6,-20,1.1,1.1,1,0.9,0.9,7
CCOc1ccc(/C=N/Nc2nc(=O)[nH]nc2C)cc1OC,1.5,0,-2,-104,1.5,1,1,1.1,1,-9
Cc1cc(-c2ccccc2)nc(N/N=C/c2ccco2)n1,1,29,2,-16,1.1,1,0.7,1.1,1.1,.
